Screens deposited in PubChem by National Center for Advancing Translational Sciences (NCATS).
FUS suppressor: FUS proteinopathy suppression in yeast. S. cerevisiae FUS-expressing, growth rescue, OD600, 24 h. 390,000 tested, 0.24% active. Potency, µM (series often up to 76.6 µM), inactives show at the top dose growth rescue (activation), hits mostly activators;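 further: potency means the concentration at half of the fitted maximal effect; plate controls were DMSO vehicle for no effect and reference control for full effect; nearly all actives have a fitted effect of over 55% in size; some results filed as inactive show a strong effect at the top dose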
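Compound concentration series was pinned onto galactose-induced FUS-expressing yeast seeded at OD 0.005. Plates sat 24hr at 30C; absorbance at 600 nm gave growth. DMSO served as background control.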
DRD3 agonist: activates the human D3 dopamine receptor. P35462. max activation, %. D3R DiscoveRx beta-arrestin cells, luminescence, 90 min. 410,000 tested, 0.58% active; in the data active means max activation above about 30%; further: 0% is about no effect; mostly tested at two doses, the higher about 12 µM
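Agonist-mode cell screen: cells plated at 1500/well and incubated overnight at 37 °C, then exposed to library compounds for 90 min at 37 °C. Detection reagent was added for 30–60 min at room temperature, and luminescence was read.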
EPAC2 antagonist: antagonists of human EPAC2; AID 720708; 360,000 tested, 0.18% active; Potency, µM (highest dose often 114 µM), inactives show at the top dose activity, negative = inhibition, most hits filed as inhibitors; EPAC2 GEF exchange of Rap1B-BODIPY-GDP, fluorescence; Q8WZA2; further: potency means the concentration at half of the fitted maximal effect; on the % scale 0 is the no-effect control and ±100 the full control effect; nearly all actives have a fitted effect of over 45% in size; many of its hits are not listed in these tables
Target sequence (Q8WZA2 whole entry, looked up): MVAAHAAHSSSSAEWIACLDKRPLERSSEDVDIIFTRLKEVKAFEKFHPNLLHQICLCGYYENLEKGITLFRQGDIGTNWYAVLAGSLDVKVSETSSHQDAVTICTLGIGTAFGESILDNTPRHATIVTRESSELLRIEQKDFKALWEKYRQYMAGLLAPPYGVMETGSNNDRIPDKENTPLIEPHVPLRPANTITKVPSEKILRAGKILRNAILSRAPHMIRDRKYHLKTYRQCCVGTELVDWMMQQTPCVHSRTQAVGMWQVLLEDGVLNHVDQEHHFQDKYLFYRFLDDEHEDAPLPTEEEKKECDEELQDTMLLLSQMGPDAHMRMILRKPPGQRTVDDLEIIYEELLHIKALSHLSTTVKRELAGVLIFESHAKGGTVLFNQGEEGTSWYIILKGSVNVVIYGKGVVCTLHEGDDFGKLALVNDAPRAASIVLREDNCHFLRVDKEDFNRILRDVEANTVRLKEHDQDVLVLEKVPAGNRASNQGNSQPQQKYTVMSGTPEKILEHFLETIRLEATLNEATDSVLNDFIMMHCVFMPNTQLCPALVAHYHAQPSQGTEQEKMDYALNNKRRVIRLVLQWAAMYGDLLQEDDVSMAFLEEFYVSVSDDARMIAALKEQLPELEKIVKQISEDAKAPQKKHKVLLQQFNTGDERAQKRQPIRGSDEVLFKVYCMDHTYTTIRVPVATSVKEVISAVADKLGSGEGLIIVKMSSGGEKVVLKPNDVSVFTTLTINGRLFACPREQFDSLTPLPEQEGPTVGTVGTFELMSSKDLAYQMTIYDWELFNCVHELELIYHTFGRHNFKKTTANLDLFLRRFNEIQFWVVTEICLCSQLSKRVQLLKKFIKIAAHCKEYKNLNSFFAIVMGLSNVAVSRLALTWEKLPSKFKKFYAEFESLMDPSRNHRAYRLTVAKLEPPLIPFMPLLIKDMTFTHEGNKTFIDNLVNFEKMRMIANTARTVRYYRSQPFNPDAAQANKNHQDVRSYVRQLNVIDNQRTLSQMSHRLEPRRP
Abeta yeast res: compounds reversing amyloid beta toxicity in yeast | yeast expressing A-beta42, growth rescue, OD600, 48 h; response scale: 0% DMSO, 100% iron-clioquinol control | Potency, µM (highest dose often 46.1 µM), inactives show at the highest dose growth rescue, actives largely listed as activators | 410,000 tested, 0.063% active | AID 1347071; further: potency means the concentration at half of the fitted maximal effect; nearly all actives have a fitted effect of over 55% in size
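Yeast growth medium received pinned compounds, then yeast cells expressing toxic A-beta were added; plates incubated at 30 C for 48 hr. Growth read as absorbance at 600 nm, normalized to DMSO and equimolar FeCl3 plus clioquinol controls.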
EPAC2 agonist: agonists of human EPAC2 (RAPGEF4); Q8WZA2; EPAC2 activation, biochemical qHTS; response scale: 100% = 6.5 mM cAMP response; Potency, µM (series often up to 154 µM), inactives show at the top dose activation, most hits filed as activators; 360,000 tested, 0.079% active; further: potency means the concentration at half of the fitted maximal effect; nearly all actives have a fitted effect of over 50% in size
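Fluorescence exchange assay: 100 nM EPAC2 with 250 nM RAP1B-BODIPY-GDP and 50 uM GDP; compounds tested as a concentration-titration series (qHTS). Loss of Rap1-bound BODIPY-GDP fluorescence read at 480/540 nm; data normalized to 6.5 mM cAMP.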
aSyn yeast inh: rescues yeast growth from alpha-synuclein toxicity; Yeast expressing alpha-synuclein, growth rescue, BacTiter-Glo, 24 h; Potency, µM (doses to about 46.1 µM), for the others: top-dose growth rescue (activation), most hits filed as activators; 370,000 tested, 0.14% active; further: potency means the concentration at half of the fitted maximal effect; % of control where 0% means no effect; nearly all actives have a fitted effect of over 65% in size
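Screening used galactose-induced yeast with toxic alpha-synuclein levels, exposed to compound for 24 hr at 30 deg C. Cell growth, read with BacTiter-Glo luminescence, gave the measured signal.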
DRD3 antagonist: antagonists of human D3 dopamine receptor | P35462 | D3R cells, DiscoveRx beta-arrestin luminescence, antagonist mode; stronger effect = lower value | max response, negative = inhibition, % | 360,000 tested, 2.5% active | AID 652054; in the data active means max response below about -50%; inconclusive means no clear call, values can overlap the other calls; further: on the % scale 0 is the no-effect control and ±100 the full control effect; mostly tested at two doses, the higher about 12 µM
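Cells plated overnight at 1500 cells/well, then exposed to library compounds with dopamine controls for 90 minutes at 37 degrees C. DiscoveRx reagent added for 30–60 minutes at room temperature; luminescence read, quantitative HTS format.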
TDP43 rescue: rescues yeast growth from TDP-43 toxicity; 410,000 tested, 1.8% active; TDP-43 expressing yeast growth rescue, BacTiter-Glo, 24 h; Potency, µM (highest dose often 46.1 µM), without a hit: at the top dose growth rescue (activation), hits mostly activators; further: potency means the concentration at half of the fitted maximal effect; % of control where 0% means no effect; nearly all actives have a fitted effect of over 50% in size
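Galactose-induced TDP-43 yeast, OD600=0.02, compound pinned; 24 hr, 30 deg C; BacTiter-Glo luminescence for growth. Inhibitors of TDP-43 toxicity read as activators.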
Numbers without * were called inactive; ? = inconclusive; . = not tested or not shown; & = joins results of further samples; [ ] = another dose, or the depositor's remark. Unless noted, the call rests on the fitted dose curve; in most records, active means well fitted curve in the direction sought with a large enough effect; inconclusive means small, poorly fitted or top-dose-only effect, or another doubt; inactive means no such curve, though single readings can be large; an effect the other way counts as inactive or inconclusive. The list is partial (hit frequency here may not be typical).

no. | Compound | FUS suppressor | DRD3 agonist | EPAC2 antagonist | Abeta yeast res
1 | Cc1ccc(S(=O)(=O)N(C)C[C@@H]2Oc3ncc(Br)cc3C(=O)N([C@H](C)CO)C[C@@H]2C)cc1 | -17% | -7 | -4% | 2%
2 | Cc1cccc(C(=O)Nc2ccc(Cl)cc2C(=O)c2ccccc2)c1 | 13% | 5 | -19% | -4%
3 | CC[C@H]1CN2CCC1C[C@@H]2[C@@H](O)c1ccnc2ccc(OC)cc12 (stereo not given in full) | -12% | -78 | 0% | -18%
4 | CCN1CCN(Cc2cc(OC)c(OC)cc2[N+](=O)[O-])CC1 | 14% | -4 | 7% | -4%
5 | Clc1ccc(NC2=NCCCS2)cc1Cl | -14% | -14 | -10% | -23%
6 | CCOC(=O)N(CC)c1ccc(C(O)(C(=O)OCC)C(F)(F)F)cc1 (stereo not given) | 5% | 7 | 2% | 3%
7 | CCOc1ccccc1N1C(=O)NC(=O)C(CCc2ccncc2)(CCc2ccncc2)C1=O | 38% | -5 | 3% | 13%
8 | Cc1cccc(CNCCc2c[nH]c3ccccc23)c1 | 27% | -17 | 6% | 7%

no. | EPAC2 agonist | aSyn yeast inh | DRD3 antagonist | TDP43 rescue
1 | 15% | 8% | ? | 6%
2 | -3% | 1% | 20 | -13%
3 | -1% | 10% | -63* | 0%
4 | -3% | -8% | 21 | -18%
5 | 0% | -3% | -22 | -24%
6 | 4% | 12% | 15 | 1%
7 | 8% | -2% | 5 | -2%
8 | 5% | 0% | -25 | .

Additional compounds follow.
no. | Compound | FUS suppressor | DRD3 agonist | EPAC2 antagonist | Abeta yeast res
9 | CCN1C[C@]2(CO)CC[C@H](OC)[C@@]34C5C[C@H]6[C@H](OC)C5[C@](O)(C[C@H]6OC)[C@@H](C(OC)C23)[C@@H]14 (stereo not given in full) | -8% | 12 | 15% | -19%
10 | O=C1c2ccccc2-n2nncc2C2c3cc(Br)ccc3CCN12 (stereo not given) | -1% | -3 | -11% | -33%
11 | CCC(=O)N1CC(=O)Nc2ccc(F)cc2C1c1ccc(F)cc1 (stereo not given) | 3% | 12 | 7% | 9%
12 | O=C(c1ccc(-c2ccccc2)cc1)C1CCCN(Cc2ccn[nH]2)C1 (stereo not given) | -1% | 1 | 1% | -13%
13 | CC(C)CCCn1c(O)c(/C=C2/C=CC=N2)c(=O)[nH]c1=O | 7% | 1 | -7% | -19%
14 | Cc1cc(C)cc(-n2c(C)cc(/C=C3\C(=O)NC(=O)N(C)C3=O)c2C)c1 | . | -11 | -3% | -1%
15 | CN(C)C(=O)CSc1nnc([C@@H](N)Cc2ccccc2)o1 | 15% | -5 | 0% | 3%
16 | CCOC(=O)c1nsnc1NCCCl | -3% | -14 | 0% | -15%

no. | EPAC2 agonist | aSyn yeast inh | DRD3 antagonist | TDP43 rescue
9 | 3% | 0% | -17 | 5%
10 | 4% | -3% | -4 | 35µM*
11 | 2% | 0% | 11 | 9%
12 | 2% | 3% | 10 | 6%
13 | -4% | -1% | -3 | -2%
14 | 4% | 4% | -65* | 15%
15 | 4% | -10% | 3 | 12%
16 | -7% | -4% | -4 | -10%

The results go on.
no. | Compound | FUS suppressor | DRD3 agonist | EPAC2 antagonist | Abeta yeast res
17 | COc1ccc(C(=O)C2CCCN(CC3CCCCC3)C2)cc1OC (stereo not given) | 1% | 4 | 9% | -13%
18 | c1cc2c(cc1N1CCCCC1)CNCc1cnnn1-2 | -22% | -1 | 11% | -14%
19 | COC(=O)C1=C(c2cccc(OCc3ccccc3)c2)C[C@@H]2CC[C@H]1N2C(=O)NCc1ccc(N(C)C)cc1 | 41% | -31 | 8% | 1%
20 | CCN(CC)CCCOC(=O)C(OC)(c1ccccc1)c1ccccc1 | -8% | -20 | 6% | -2%
21 | OC(c1ccccc1)(c1ccccc1)C1CN2CCC1CC2 (stereo not given) | . | 0&-17 | 18% | 9%
22 | O=c1cccc2n1CC1CC2CN(c2ncnc3c2cnn3-c2ccc(Cl)cc2)C1 (stereo not given) | -1% | 1 | 6% | 9%
23 | CC1CCCCC12C(=O)NC(=O)NC2=O (stereo not given) | . | 7 | 2% | -2%
24 | C[N+](C)(C)CCOC(=O)CBr | -30% | 2 | 7% | 20%

no. | EPAC2 agonist | aSyn yeast inh | DRD3 antagonist | TDP43 rescue
17 | -1% | -7% | 0 | 7%
18 | 6% | -10% | 14 | 25%
19 | 5% | -16% | ? | -4%
20 | 1% | -3% | ? | -19%
21 | -3% | 3% | -70* | 22%
22 | 1% | 2% | 12 | -3%
23 | 5% | -7% | -9 | 19%
24 | -2% | 7%&0% | -6 | ?

The list continues.
no. | Compound | FUS suppressor | DRD3 agonist | EPAC2 antagonist | Abeta yeast res
25 | c1cc2n(c1)-c1c(ccc3c1OCO3)CNC2c1ccc2c(c1)OCO2 (stereo not given) | 0% | -9 | -2% | 9%
26 | CC12CCC(O)CC1CCC1C2CCC2(C)C(C3=CC(=O)OC3)C(O)CC12O (stereo not given) | . | 1 | -4% | 0%
27 | CS(=O)(=O)N1CCN(C(=N)N[N+](=O)[O-])CC1 | 35% | 8 | 3% | -2%
28 | COc1ccc(CCNCc2ccncc2)cc1OC | 4% | -7 | 5% | 12%
29 | CC(=O)N1CCN(c2ccc(N=Cc3c(O)n(-c4ccc(Cl)cc4)c(=O)[nH]c3=O)cc2)CC1 | 16% | 2 | 1% | 8%
30 | C#CCN1CCN(c2cccc(C(F)(F)F)c2)CC1 | -5% | -14 | 6% | 2%
31 | Cc1nn(Cc2ccccc2)c(C)c1C(=O)O | 8% | 20 | -1% | 15%
32 | O=C1c2cccc(N3CCNCC3)c2C2CCCCN12 (stereo not given) | -4% | 0 | 10% | -26%

no. | EPAC2 agonist | aSyn yeast inh | DRD3 antagonist | TDP43 rescue
25 | -1% | -1% | ? | 2%
26 | 2% | -5% | 1 | 13%
27 | 5% | 1% | 1 | -10%
28 | 1% | 1% | -11 | -6%
29 | -2% | 2% | 10 | 9%
30 | -5% | 3% | -1 | 25%
31 | 4% | 9% | 4 | -11%[0.397 µM]
32 | 12% | 1% | 16 | 5%

(cont.)
no. | Compound | FUS suppressor | DRD3 agonist | EPAC2 antagonist | Abeta yeast res
33 | COc1ccc(-c2cc(C(=O)N3CCC4(CC3)OCCO4)c3ccccc3n2)cc1 | -10% | 10 | -1% | 7%
34 | O=c1[nH]c(=S)n(-c2ccc(Br)cc2)c(O)c1C=Nc1ccc(N2CCOCC2)cc1 | 35% | 7 | 25% | -13%
35 | CCOC(=O)C1CCN(Cc2ccc(Cl)nc2)CC1 | -9% | -21 | 4% | -6%
36 | Cc1ccccc1NC(=O)COC(=O)c1cc(C)n(C2CC2)c1C | . | -2 | 0% | 2%
37 | CCCCn1nnnc1C(CC)N1CCC2(CC1)C(=O)NCN2c1ccccc1 (stereo not given) | -13% | -9 | 2% | 10%
38 | O=c1cc(C2CCNCC2)[nH][nH]1 | -3% | -4 | -5% | -14%
39 | ClC1=CCC2CN(CCN3CCCCC3)CC2C1 (stereo not given) | 25% | 2 | 2% | 14%
40 | Cc1ccc(/C=C2\C(=O)NC(=S)N(c3ccc(F)cc3)C2=O)s1 | 3% | 6 | -6% | 26%

no. | EPAC2 agonist | aSyn yeast inh | DRD3 antagonist | TDP43 rescue
33 | 3% | -30%[inhibitor] | 35 | 7%
34 | -4% | 10% | -21 | 3%
35 | 7% | -6% | ? | -2%
36 | -3% | 7% | 2 | ?
37 | 2% | 3% | -14 | 24%
38 | -3% | 1% | ? | -6%
39 | -1% | 5% | -52* | -2%
40 | -11% | ? | 1 | -6%

(more compounds)
no. | Compound | FUS suppressor | DRD3 agonist | EPAC2 antagonist | Abeta yeast res
41 | Cc1cc(/C=C2\C(=O)NC(=O)N(Cc3ccccc3)C2=O)c(C)n1C1CC1 | 4% | -5 | -5% | 1%
42 | CCN(CC)C(=O)c1ccc(NC(=O)c2cccc(C(F)(F)F)c2)cc1 | -15% | -15 | -6% | 10%
43 | Cc1ccc(-n2c(O)c(C=N)c(=O)n(-c3ccc(C)cc3)c2=O)cc1 | -28% | 3 | 25% | 2%
44 | Cc1ccc(NC(=O)N(Cc2ccc3c(c2)OCO3)C2CCN(Cc3ccccc3)CC2)cc1F | 8% | -27 | . | -5%
45 | CN1[C@@H]2CC[C@H]1CC(OC1c3ccccc3CCc3ccccc31)C2 (stereo not given in full) | -10% | -88&-20 | 4% | -11%
46 | Clc1cccc(C2NCc3ccccc3-n3cccc32)c1 (stereo not given) | 10% | -13 | -18% | 7%
47 | CN1CCN(c2ccc([N+](=O)[O-])c3cccnc23)CC1 | 3% | -17 | -13% | 6%
48 | CCC1(C)CN(S(=O)(=O)OCC(Cl)(Cl)Cl)C(=O)N1 (stereo not given) | -19% | 3 | 6% | 6%
49 | N#Cc1ccc2nc(-c3ccc(CN4CCC(n5c(=O)[nH]c6ccccc65)CC4)cc3)c(-c3ccccc3)nc2c1 | ? | -9 | 3% | -3%
50 | COc1ccc(N2C(=O)/C(=C/c3ccc(OC)c(OC)c3)C(=O)NC2=S)cc1 | 42% | 2 | -2% | 17%
51 | Cc1nn(Cc2ccccc2)c(C)c1C(=O)OCC(=O)NCc1ccco1 | 10% | 0 | 7% | 18%

no. | EPAC2 agonist | aSyn yeast inh | DRD3 antagonist | TDP43 rescue
41 | -5% | 13% | -20 | -12%
42 | 6% | -5% | -24 | -9%
43 | 1% | 0% | 8 | 3%
44 | . | . | . | 1%
45 | -3% | -1% | -91* | 19%
46 | 6% | -7% | 11 | -3%
47 | 9% | 0% | 0 | -8%
48 | 7% | 1% | 1 | 7%
49 | 13% | 4% | -57* | -5%
50 | -2% | 0% | -2 | 14%
51 | -4% | 3% | 15 | 8%

Single records (already shown):
Listed for CS(=O)(=O)N1CCN(C(=N)N[N+](=O)[O-])CC1 = FUS suppressor: 35%; DRD3 agonist: 8; EPAC2 antagonist: 3%; Abeta yeast res: -2%; EPAC2 agonist: 5%; aSyn yeast inh: 1%; DRD3 antagonist: 1; TDP43 rescue: -10%
Listed for CC(C)CCCn1c(O)c(/C=C2/C=CC=N2)c(=O)[nH]c1=O = FUS suppressor: 7%; DRD3 agonist: 1; EPAC2 antagonist: -7%; Abeta yeast res: -19%; EPAC2 agonist: -4%; aSyn yeast inh: -1%; DRD3 antagonist: -3; TDP43 rescue: -2%
